High-throughput results (PubChem)
S2 tox: reduces viability in counter-screen for ATXN expression inhibitors. S2 cells (HEK-293 line with an ATXN2-luciferase reporter) viability, CellTiter-Fluor protease fluorescence, 24 h. Potency, µM (titrated, usually from 56.7 µM), hits mostly cytotoxic. actives 0.49% (n = 400,000); note: nearly all actives have a fitted effect of over 40% in size
EPAC2 antag: blocks human EPAC2 exchange factor; Q8WZA2; EPAC2 GEF exchange of Rap1B-BODIPY-GDP, fluorescence; Potency, µM (doses to about 114 µM), without a hit: top-dose activity, negative = inhibition, actives largely listed as inhibitors; actives 0.18% (n = 360,000); AID 720708; note: % is set by controls: 0 for no effect and ±100 for the full control effect; nearly all actives have a fitted effect of over 45% in size; many of its hits are not listed in these tables
Target sequence (Q8WZA2 whole entry, looked up): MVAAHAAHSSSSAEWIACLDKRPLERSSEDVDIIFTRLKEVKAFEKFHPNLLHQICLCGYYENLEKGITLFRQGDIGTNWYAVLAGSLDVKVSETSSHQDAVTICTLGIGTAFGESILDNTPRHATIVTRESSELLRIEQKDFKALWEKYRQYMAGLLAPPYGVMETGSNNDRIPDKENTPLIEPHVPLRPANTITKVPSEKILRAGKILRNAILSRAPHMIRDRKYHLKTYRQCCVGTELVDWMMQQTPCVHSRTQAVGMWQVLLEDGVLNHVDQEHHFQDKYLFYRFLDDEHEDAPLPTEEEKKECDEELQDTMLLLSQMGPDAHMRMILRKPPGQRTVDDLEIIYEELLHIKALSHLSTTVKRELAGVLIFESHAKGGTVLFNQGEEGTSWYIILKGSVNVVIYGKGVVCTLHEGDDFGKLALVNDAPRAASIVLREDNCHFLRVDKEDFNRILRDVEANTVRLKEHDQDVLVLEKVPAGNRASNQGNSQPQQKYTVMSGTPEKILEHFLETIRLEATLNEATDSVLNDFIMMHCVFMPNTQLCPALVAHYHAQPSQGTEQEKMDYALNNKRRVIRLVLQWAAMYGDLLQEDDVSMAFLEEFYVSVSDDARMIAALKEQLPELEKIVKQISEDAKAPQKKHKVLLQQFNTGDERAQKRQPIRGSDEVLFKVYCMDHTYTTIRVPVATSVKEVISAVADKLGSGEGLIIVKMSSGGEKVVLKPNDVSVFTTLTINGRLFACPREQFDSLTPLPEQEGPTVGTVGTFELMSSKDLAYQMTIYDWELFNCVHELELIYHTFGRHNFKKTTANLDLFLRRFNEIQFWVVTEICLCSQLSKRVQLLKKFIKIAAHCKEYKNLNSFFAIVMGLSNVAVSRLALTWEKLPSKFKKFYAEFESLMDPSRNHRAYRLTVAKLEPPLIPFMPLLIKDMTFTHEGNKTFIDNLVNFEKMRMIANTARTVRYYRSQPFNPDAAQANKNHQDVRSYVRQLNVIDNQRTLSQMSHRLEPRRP
Nrf2 inh: inhibitors of Nrf2 signaling; A549 ARE-Fluc reporter, luciferase luminescence, 18-24 h; Potency, µM (highest dose often 46 µM), for inactives: top-dose activity change, negative = inhibition, usual class: inhibitors; actives 2.1% (n = 360,000); AID 504444; note: % is set by controls: 0 for no effect and ±100 for the full control effect; nearly all actives have a fitted effect of over 60% in size
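Two sequential reads on A549 ARE_Fluc cells exposed to compound for 18-24 h: a CellTiter-Fluor fluorescence read for viability, then a luciferase luminescence read for Nrf2/ARE activity.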
Nrf2 ARE act: activators of Nrf2 (ARE) signaling; AREc32 ARE-luciferase reporter (MCF7-derived line), luminescence, 24 h; Potency, µM (highest dose often 46.1 µM), for inactives: at the top dose activation, hits mostly activators; AID 624171; actives 0.31% (n = 410,000); note: % of control where 0% means no effect; nearly all actives have a fitted effect of over 65% in size
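Quantitative high-throughput format: AREc32 reporter cells, 1000 per well, received compound by pin transfer and were incubated 24 hr at 37 deg C, 5% CO2, before Steady-Glo luminescence detection.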
A549 tox: kills or reduces viability of A549 cells in Nrf2 counter-screen; A549 ARE-Fluc cells, CellTiter-Fluor viability, 18-24 h; Potency, µM (top dose mostly 46 µM), without a hit: at the highest dose activity change, negative = cytotoxicity, usual class: inhibitors; actives 0.16% (n = 390,000); AID 504648; note: % is set by controls: 0 for no effect and ±100 for the full control effect
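Cytotoxicity counterscreen: CellTiter-Fluor fluorescence was measured in A549 ARE_Fluc cells after 18-24 h of compound exposure in a concentration series. The subsequent BugLite luminescent read reports ARE-luciferase activity.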
MCF10A rerep: DNA re-replication induction in MCF 10a cells; MCF 10A DNA re-replication, Hoechst nuclear intensity, 48 h; Potency, µM (top dose mostly 46.1 µM), for inactives: top-dose activity, positive = re-replication, most hits filed as activators; actives 2.9% (n = 350,000); AID 624296; note: % of control where 0% means no effect; nearly all actives have a fitted effect of over 50% in size
HepG2 tox: kills HepG2 cells in TGF-b inhibitor counter-screen; HepG2 CAGA-GFP viability, ATP luminescence, 18 h; Potency, µM (series often up to 46.1 µM), for inactives: at the highest dose activity change, negative = cytotoxicity, hits mostly cytotoxic; actives 0.76% (n = 410,000); AID 588856; note: some results filed as inactive show a strong effect at the top dose
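HepG2 CAGA-GFP cells (1000/well, DMEM with 1% FBS) received compound, then TGF-beta at 500 pg/mL final, and were incubated 18 hours at 37 degrees C. Viability was read by CellTiter-Glo luminescence. Media-only wells were set as complete cell-killing and DMSO as no toxicity.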
TGFb inhibitor: blocks TGF-b signaling. HepG2 CAGA-GFP TGF-b/SMAD3 reporter, GFP fluorescence, 18 h; TGF-beta stimulated, 500 pg/mL final. Potency, µM (highest dose often 46.1 µM), inactives show at the top dose activity, negative = inhibition, usual class: inhibitors. actives 1.2% (n = 410,000); note: % is set by controls: 0 for no effect and ±100 for the full control effect; nearly all actives have a fitted effect of over 65% in size
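Inhibition of TGF-beta-driven CAGA-GFP reporter expression in HEPG2 cells is measured by cellular GFP fluorescence after 18 h stimulation with 500 pg/mL recombinant TGF-beta in 1% FBS medium at 37 degrees C.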
ATXN2 expr inh: reduces ATXN2 reporter expression in HEK-293 cells; AID 1745845; HEK-293 ATXN2-luciferase reporter, luminescence, 24 h; Potency, µM (top dose mostly 57 µM), without a hit: at the top dose activity change, negative = inhibition, most hits filed as inhibitors; actives 0.72% (n = 360,000); note: % is set by controls: 0 for no effect and ±100 for the full control effect; nearly all actives have a fitted effect of over 55% in size
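qHTS (up to 57 uM final) was run with 24 h compound exposure of reporter cells at 37 °C. Each well was multiplexed: SteadyGlo luminescence measured ATXN2-luciferase expression after a fluorogenic Gly-Phe-AFC viability readout (25 uM final).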
* marks the source's active call; other numbers are inactive results; i = inactive; ? = inconclusive; · = not tested or not shown; [ ] = another dose, or the depositor's remark. Calls come from the whole dose curve; as a rule, active = well fitted curve in the direction sought with a large enough effect; inconclusive = small, poorly fitted or top-dose-only effect, or another doubt; inactive = no such curve, though single readings can be large; an effect the other way counts as inactive or inconclusive. Potency is the fitted concentration of half-maximal effect. The list is partial; the hit share may differ from the screen's.

SMILES	S2 tox	EPAC2 antag	Nrf2 inh	Nrf2 ARE act	A549 tox	MCF10A rerep	HepG2 tox	TGFb inhibitor	ATXN2 expr inh
COC(=O)[C@H](CCSC)NC(=O)Nc1ccc(C(C)=O)cc1	?	5%	9%	-0.2%	-6%	1%	13%	22%	3%
COc1ccccc1Cc1nc2ccccc2nc1SCC(=O)NCc1ccccc1Cl	·	·	·	0.4%	4%	·	5%	-2%	·
OCCCCNCc1cc(Br)ccc1OCc1ccccc1F	i	8%	7%	3.2%	2%	-4%	-28%	-20%	-15%
Cc1ccc(C)c(Nc2nn3c(=O)c4ccc(C(=O)N(C)Cc5ccccc5)cc4nc3s2)c1	·	·	?	1.1%	2%	·	-27%	?	·
COc1cc(O)c(C(C)=O)c2c1C=CC(C)(C)O2	i	?	5%	0.4%	-1%	?	5%	1%	5%
CCCc1cnc(N2CCN(C(=O)c3ccc(F)cc3)CC2)nc1	i	-2%	?	-0.7%	0%	1%	-23%	-15%	-26%
Cc1cc(NC(=O)c2cccnc2Cl)ccc1NC(=O)c1cc2ccccc2o1	i	0%	-29%	-0.6%	0%	?	4%	19%	0%
Cc1ccccc1NC(=O)Cc1nc(COC(=O)COc2ccc(C(C)(C)C)cc2)cs1	i	-15%	-18%	0.4%	11%	4%	3%	13%	·
CCc1cccc2c(N=O)c(O)[nH]c12	i	-9%	-4%	2.2%	1%	3%	-20%	2%	-3%
C=CCOc1ccc(CN(C)CC(O)COc2cccc3ccccc23)cc1 (centres undefined)	i	-20%	1%	-0.1%	?	14%	13µM*	18µM*	-25%
CC1CCc2c(cc(-c3ccccc3)n2-c2ccc(C(=O)NC(C)C)cc2)C1 (centres undefined)	·	·	?	2.8µM*	?	·	-1%	7.9µM*	·
Cn1c(=O)c2c(ncn2CC(=O)N2CCN(S(=O)(=O)c3ccc(Cl)cc3)CC2)n(C)c1=O	i	-16%	1%	-0.2%	-1%	-28%	-13%	-1%	5%
COc1ccc(N(CC(=O)NCCSC2CCCCC2)S(=O)(=O)c2ccc(C)cc2)cc1	i	0%	-3%	0.3%	4%	14%	-10%	-2%	-8%
Cc1ccc(NC(=O)CN2C(=O)C3CCCCN3C(=O)c3ccccc32)cc1 (centres undefined)	i	7%	0%	0.4%	11%	-1%	-8%	1%	-4%
COc1ccc(CNC(=O)C2CCC(=O)N(C3CCCCCC3)C2)c(OC)c1 (centres undefined)	i	-1%	·	0.0%	·	·	7%	-7%	·
C=CCOC(=O)c1[nH]c2c(c1C)C(=O)CC(c1cc(OC)c(OC)c(OC)c1)C2 (centres undefined)	?	0%	10µM*	2.7%	-30%	-1%	-26%	-19%	?
O=C(COC(=O)c1ccccc1Br)NCC1CCCCC1	i	14%	?	0.0%	6%	-1%	-8%	-2%	34%
COc1ccc(C(=O)N/N=C(\C)Cn2nc([N+](=O)[O-])cc2C)cc1	i	7%	14%	2.9%	-16%	-3%	-23%	10%	10%
CCOc1ccc(-n2c(SCC(=O)NCC3CCCO3)nc3c([nH]c4ccccc43)c2=O)cc1 (centres undefined)	i	·	·	0.4%	6%	·	-6%	7%	9%
O=C(NCCc1ccccc1)c1ccc2c(c1)CCN2S(=O)(=O)c1ccc(Cl)cc1	i	·	-9%	0.0%	2%	·	-2%	-4%	7%
CCOC(=O)N1CCN(c2c(NCC3CCCO3)c(=O)c2=O)CC1 (centres undefined)	i	-3%	?	0.4%	2%	3%	-4%	7%	-4%
COc1ccc(-c2nnc(N(C)C(=O)c3ccno3)s2)cc1	i	10%	?	-0.3%	1%	12%	-10%	9%	13%
Cc1ccc(-c2noc(-c3cc4ccccc4oc3=O)n2)cc1	i	8%	22%	0.1%	2%	11%	-1%	15%	35%[activator]
Cn1c(=O)n(CC(=O)NCC2CCCO2)c(=O)c2c3c(sc21)COC(C)(C)C3 (centres undefined)	i	0%	2%	1.7%	-3%	0%	-1%	-1%	16%
C[C@@H]1COC(=O)[C@H](NC(=O)OCC2c3ccccc3-c3ccccc32)C/C=C\C[C@@H](CC(=O)N(CCO)Cc2ccccc2)C(=O)N1	i	-3%	3%	-0.5%	0%	1%	-12%	1%	-9%
O=C(N/N=C\C=C\c1ccc2c(c1)OCO2)C1COc2cc3ccccc3cc2O1 (centres undefined)	i	-7%	·	-0.1%	-10%	-1%	1%	4%	0%
COc1ccc(NC(=O)CN(c2ccc(OC)cc2)S(=O)(=O)c2ccc(OC)c(OC)c2)cc1	i	13%	11%	0.0%	15%	?	-21%	0%	-8%
CC(OC(=O)CCCN=C1NS(=O)(=O)c2ccccc21)C(=O)Nc1ccc(F)cc1Cl (centres undefined)	i	5%	8%	-0.7%	-5%	-2%	7%	-6%	2%
O=C(NCCN1CCCCC1)c1ccc(F)cc1Cl	i	-5%	7%	3.0%	9%	12%	-21%	0%	5%
COc1ccc(CNC(=O)CCn2cccn2)cc1	i	·	·	0.7%	0%	·	12%	-4%	22%
COc1ccccc1S(=O)(=O)Cc1ccc(C(=O)NCc2ccco2)o1	i	4%	-19%	3.4%	0%	-2%	-6%	-3%	4%
COc1ccc(S(=O)(=O)Nc2cc(C(=O)NC(C)C)ccc2N2CCOCC2)cc1	i	-1%	-27%	0.0%	-3%	16%	-14%	1%	-19%
Cc1ccc(S(=O)(=O)c2cc3c(=O)n4cccc(C)c4nc3n(CC3CCCO3)c2=N)cc1C (centres undefined)	i	2%	21%	-0.6%	-3%	8%	-20%	-1%	10%
C/C(=N\Nc1cc(C(F)(F)F)ccc1Cl)c1ccncc1	i	?	14%	4.2%	0%	?	-37%	-8%	-34%
CCCNC(=O)c1cnn(-c2ccc(C)c(C)c2)c1C1CCN(C(=O)OC(C)(C)C)CC1	·	·	-25%	0.1%	1%	·	4%	-18%	·
Cn1cc(C(=O)N2CCCC(Nc3ccc(F)cc3)C2)c2ccccc21 (centres undefined)	i	-6%	1%	3.0%	2%	-1%	-24%	-29%	·
Cc1nc(CNS(=O)(=O)c2cc(C)c(C)cc2C)cs1	i	7%	-6%	0.4%	0%	?	-4%	2%	-7%
Cc1cccc(C)c1-n1c(C)cc(/C=N/NC(N)=S)c1C	?	-6%	-30%	0.3%	-7%	?	-2%	-31%	-19%
Cc1nnc(SCc2nc3scc(-c4ccccc4)c3c(=O)[nH]2)s1	i	9%	?	0.2%	-1%	21%	-3%	-2%	0%
COc1cc(OC)cc(C(=O)N2CCN(C(=O)COc3ccc(C)cc3)CC2)c1	i	·	-9%	-1.2%	2%	·	2%	17%	1%

Reformatted with two lines to a compound: entries from further up
Every second line gives: S2 tox | EPAC2 antag | Nrf2 inh | Nrf2 ARE act | A549 tox | MCF10A rerep | HepG2 tox | TGFb inhibitor | ATXN2 expr inh
- COc1ccc(-c2nnc(N(C)C(=O)c3ccno3)s2)cc1
→ i | 10% | ? | -0.3% | 1% | 12% | -10% | 9% | 13%
- Cc1ccc(-c2noc(-c3cc4ccccc4oc3=O)n2)cc1
→ i | 8% | 22% | 0.1% | 2% | 11% | -1% | 15% | 35%[activator]
- Cn1c(=O)n(CC(=O)NCC2CCCO2)c(=O)c2c3c(sc21)COC(C)(C)C3 (centres undefined)
→ i | 0% | 2% | 1.7% | -3% | 0% | -1% | -1% | 16%
- C[C@@H]1COC(=O)[C@H](NC(=O)OCC2c3ccccc3-c3ccccc32)C/C=C\C[C@@H](CC(=O)N(CCO)Cc2ccccc2)C(=O)N1
→ i | -3% | 3% | -0.5% | 0% | 1% | -12% | 1% | -9%
- O=C(N/N=C\C=C\c1ccc2c(c1)OCO2)C1COc2cc3ccccc3cc2O1 (centres undefined)
→ i | -7% | · | -0.1% | -10% | -1% | 1% | 4% | 0%
- COc1ccc(NC(=O)CN(c2ccc(OC)cc2)S(=O)(=O)c2ccc(OC)c(OC)c2)cc1
→ i | 13% | 11% | 0.0% | 15% | ? | -21% | 0% | -8%
- CC(OC(=O)CCCN=C1NS(=O)(=O)c2ccccc21)C(=O)Nc1ccc(F)cc1Cl (centres undefined)
→ i | 5% | 8% | -0.7% | -5% | -2% | 7% | -6% | 2%
- O=C(NCCN1CCCCC1)c1ccc(F)cc1Cl
→ i | -5% | 7% | 3.0% | 9% | 12% | -21% | 0% | 5%
- COc1ccc(CNC(=O)CCn2cccn2)cc1
→ i | · | · | 0.7% | 0% | · | 12% | -4% | 22%
- COc1ccccc1S(=O)(=O)Cc1ccc(C(=O)NCc2ccco2)o1
→ i | 4% | -19% | 3.4% | 0% | -2% | -6% | -3% | 4%
- COc1ccc(S(=O)(=O)Nc2cc(C(=O)NC(C)C)ccc2N2CCOCC2)cc1
→ i | -1% | -27% | 0.0% | -3% | 16% | -14% | 1% | -19%
- Cc1ccc(S(=O)(=O)c2cc3c(=O)n4cccc(C)c4nc3n(CC3CCCO3)c2=N)cc1C (centres undefined)
→ i | 2% | 21% | -0.6% | -3% | 8% | -20% | -1% | 10%

(list continues)
SMILES	S2 tox	EPAC2 antag	Nrf2 inh	Nrf2 ARE act	A549 tox	MCF10A rerep	HepG2 tox	TGFb inhibitor	ATXN2 expr inh
N#Cc1ccccc1NC(=O)C1CCCO1 (centres undefined)	i	3%	·	-0.6%	·	·	-2%	-3%	·
Cc1ccccc1-n1nc(C)c2c1N=C1C(Cl)=CC(Cl)=CN1C2c1ccc(C(=O)O)cc1 (centres undefined)	i	4%	?	-0.5%	?	13%	3%	0%	0%
O=C(Nc1nnc([C@H]2C[C@H](O)[C@@H](CO)O2)s1)c1cccc(C(F)(F)F)c1	i	5%	·	20%	·	·	4%	8%	12%
O=C(COc1ccccc1)Nc1ccc2[nH]c(=O)[nH]c2c1	i	-7%	-1%	1.9%	-1%	1%	0%	4%	-11%
O=c1c2ccccc2ncn1-c1cccc(Cl)c1	i	10%	?	0.8%	15%	-1%	-35%	-1%	7%
Cc1cccc(C)c1OCC(=O)N[C@@H](Cc1ccccc1)[C@@H](O)C[C@H](Cc1ccccc1)NC(=O)[C@H](C(C)C)N1CCCNC1=O	32µM*	·	·	·	·	?	-8%	13µM*	?
O=C(Cc1ccc([N+](=O)[O-])cc1)c1ccc(O)cc1O	i	4%	-19%	-0.6%	14%	4%	10%	0%	·
c1csc(CCCN2CCCCC2)c1	i	1%	8%	1.5%	6%	0%	2%	-4%	5%
Cc1ccn2cc(C(=O)Nc3nnc(C)s3)nc2c1	i	-2%	-11%	0.7%	0%	?	1%	2%	6%
